tim10-1 inh = inhibits growth of tim10-1 mutant yeast; S. cerevisiae tim10-1 ts strain growth, BacTiter-Glo, 24 h; inhibition, % at 20 µM; actives 2.2% (n = 330,000); AID 463190;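 active = inhibition of at least 40%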;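 also: mutant grown at 25 °C; 0% = DMSO wells with yeast and 100% = wells holding no yeast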
hIAP inh = blocks human intestinal alkaline phosphatase; purified IAP, CDP-Star luminescence, 30 min; inhibition, % at 10 µM; actives 0.12% (n = 330,000); AID 2544;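 active = inhibition reaching a set limit with compound at 10 µM in the primary screen, cut at about 35% in these data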;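 also: plate controls were DMSO wells with enzyme for no effect and no-enzyme buffer wells for full effect; values of inactives mirror those of a sister screen read the other way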
Target sequence (P09923 whole entry, looked up): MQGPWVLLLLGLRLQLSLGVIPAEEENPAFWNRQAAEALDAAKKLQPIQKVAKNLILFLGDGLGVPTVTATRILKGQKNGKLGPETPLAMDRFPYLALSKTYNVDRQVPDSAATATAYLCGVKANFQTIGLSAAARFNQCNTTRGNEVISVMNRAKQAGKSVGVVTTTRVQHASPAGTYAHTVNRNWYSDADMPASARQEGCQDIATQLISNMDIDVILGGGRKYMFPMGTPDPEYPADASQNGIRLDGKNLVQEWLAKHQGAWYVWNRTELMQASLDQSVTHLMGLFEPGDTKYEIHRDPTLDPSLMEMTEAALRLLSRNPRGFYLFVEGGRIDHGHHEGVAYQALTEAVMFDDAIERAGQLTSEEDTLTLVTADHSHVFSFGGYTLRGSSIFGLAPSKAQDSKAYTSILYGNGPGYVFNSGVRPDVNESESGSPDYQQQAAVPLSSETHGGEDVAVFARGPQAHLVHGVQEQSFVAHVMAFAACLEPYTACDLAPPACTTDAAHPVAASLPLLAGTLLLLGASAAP
mIAP block = mouse IAP inhibition | purified mouse IAP, CDP-Star luminescence, 30 min | inhibition, % at 10 µM | actives 0.2% (n = 330,000) | AID 2806;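 active = inhibition of at least 40% at 10 µM in the primary screen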;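 also: plate controls were DMSO with enzyme for no effect and no enzyme wells for full effect; values of inactives mirror those of a sister screen read the other way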
TIM10 inh = growth inhibitors of TIM10 yeast strain; S. cerevisiae TIM10 strain growth, BacTiter-Glo luminescence, 24 h; inhibition, % at 10 µM; actives 1.4% (n = 330,000); AID 463195;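 active = inhibition of 40% or more at the single tested concentration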;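 also: wild-type TIM10 isogenic control strain grown at permissive 25 °C; 0% = DMSO yeast wells and 100% = minimal medium wells without yeast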
A3G deaminase = APOBEC3G (human) deaminase inhibition; Q9HC16; recombinant A3G, ssDNA deamination FAM/TAMRA fluorescence; inhibition, % at 20 µM; actives 0.28% (n = 330,000);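 active = inhibition of at least 40% at 20 µM, with no more than 30% in the related APOBEC3A deaminase screen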;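 also: plate controls were DMSO wells with A3G for no effect and wells lacking A3G enzyme for full effect; some compounds called inactive have numbers as strong as hits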
Target sequence (Q9HC16 whole entry, looked up): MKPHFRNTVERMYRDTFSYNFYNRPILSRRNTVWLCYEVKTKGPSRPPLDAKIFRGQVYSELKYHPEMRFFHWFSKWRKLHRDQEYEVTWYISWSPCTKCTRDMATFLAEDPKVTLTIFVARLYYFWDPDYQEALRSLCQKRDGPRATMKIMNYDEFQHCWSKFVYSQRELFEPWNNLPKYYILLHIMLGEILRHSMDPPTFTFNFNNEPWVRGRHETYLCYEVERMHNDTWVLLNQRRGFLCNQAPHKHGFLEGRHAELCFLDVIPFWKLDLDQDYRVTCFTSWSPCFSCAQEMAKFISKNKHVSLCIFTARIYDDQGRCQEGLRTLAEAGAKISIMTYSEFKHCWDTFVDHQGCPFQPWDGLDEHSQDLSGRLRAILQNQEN
MIN6 prolif = inducers of beta-cell replication in MIN6 cells | proliferation, % at 10 µM | MIN6 cells proliferation, ATPlite luminescence, 48 h; cells starved in 0.2% serum; 100% = growth in 10% serum | AID 2380 | actives 0.29% (n = 330,000);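 active = compounds whose signal lies at least 3.5 SD above the mean of all wells on their plate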;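 also: 0% = DMSO-treated cells in low-serum medium and 100% = 10% serum control; some compounds called inactive have numbers as strong as hits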
mIAP act = mouse IAP activation. muIAP, CDP-Star luminescence, 30 min; hits give high values; 1 = vehicle-only enzyme signal, 0 = enzyme-free wells. activation factor at 10 µM. actives 0.24% (n = 330,000). AID 2805;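 active = activation factor of at least 2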; also: the source names both 10 and 20 µM as test concentration; values of inactives mirror those of a sister screen read the other way
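Assay system: mouse IAP enzyme; reagent: chemiluminescent substrate CDP-Star; dosing: test compounds delivered from DMSO solution; schedule: 30 min at room temperature; measured by: luminescence from enzymatic CDP-Star hydrolysis; controls: DMSO-only wells and no-enzyme negative control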
A3A deaminase = blocks human APOBEC3A ssDNA deamination; P31941; recombinant A3A, FAM/TAMRA ssDNA deamination fluorescence; inhibition, % at 20 µM; actives 0.41% (n = 330,000);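 active = at least 40% inhibition at 20 µM here, with at most 30% in a related deaminase screen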;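 also: plate controls were A3A with DMSO for no effect and wells lacking A3A enzyme for full effect; some results filed as inactive read as strong as hits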
Target sequence (P31941 whole entry, looked up): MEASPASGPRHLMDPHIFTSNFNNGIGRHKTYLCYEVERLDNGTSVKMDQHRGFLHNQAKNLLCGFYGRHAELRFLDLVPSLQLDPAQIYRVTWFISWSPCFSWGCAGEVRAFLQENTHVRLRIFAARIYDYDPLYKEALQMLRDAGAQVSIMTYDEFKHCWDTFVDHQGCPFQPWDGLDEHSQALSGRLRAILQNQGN
NALP3 yeast inh = NALP3 inhibition in yeast; Yeast reconstituted NLRP3/ASC/caspase-1, beta-gal luminescence, 24 h; inhibition, % at 10 µM; actives 0.39% (n = 330,000); AID 2825;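 active = inhibition of 50% or more; inactive = inhibition below 50%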;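 also: plate controls were induced DMSO wells for no effect and uninduced yeast grown without galactose for full effect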
The depositor's hits bear a star.

entry	SMILES	tim10-1 inh	hIAP inh	mIAP block	TIM10 inh	A3G deaminase	MIN6 prolif	mIAP act	A3A deaminase	NALP3 yeast inh
1	CCOc1ccc(CCNC(=O)c2ccc(=O)[nH]c2)cc1OCC	-16	4	0	5	-3	2	1	3	15
2	CCc1ccc(C(=O)NNC(=O)CN2C(=O)NC(CC)(c3ccccc3)C2=O)cc1 (stereo not drawn)	-67	-34	-4	-27	-10	-3	1	-2	2
3	O=C(CCSc1ccccc1)OCn1nnc2ccccc2c1=O	23	19	2	-1	0	-1	0.98	-1	-11
4	Cc1cccc(NC(=O)C2CCCCN2S(=O)(=O)c2ccccc2)c1C (stereo not drawn)	8	-8	-1	7	-2	1	1	1	5
5	CC(C)NS(=O)(=O)c1ccc(NCCCn2ccnc2)c([N+](=O)[O-])c1	-5	-2	8	-7	-4	-2	0.92	5	8
6	CCc1cccc(NC(=O)CSc2nnc(Cc3ccc(OC)cc3)c(=O)[nH]2)c1	-20	-10	10	-10	-9	-3	0.9	-5	11
7	COC(=O)C1=C(C)N(C(C)c2ccccc2)C(=O)C1 (stereo not drawn)	23	18	4	13	-6	0	0.96	-2	0
8	Cc1ccc(NCc2nnc(SCC(=O)N3c4ccccc4Sc4ccccc43)o2)c(C)c1	13	-7	14	11	-7	0	0.86	-1	6
9	CCCc1cc(=O)[nH]c(SCC(=O)c2c[nH]c3ccccc23)n1	-3	5	6	23	-6	0	0.94	-2	7
10	CCOc1ccc(C(=O)NCC2(c3ccccc3)CCOCC2)cc1	27	-15	-3	12	-9	0	1	7	12
11	Cc1ccc2[nH]c3c(NCc4ccccc4)ncnc3c2c1	12	-51	-204	2	-10	-4	3*	-3	3
12	CC(NC(=O)C1CCC(C)(C(=O)O)C1(C)C)c1ccccc1 (stereo not drawn)	4	10	1	3	3	-5	0.99	6	0

Looked up above:
In NALP3 yeast inh, cpd 12 is listed with 0
In TIM10 inh, cpd 3 is listed with -1
In A3G deaminase, cpd 1 is listed with -3

The results go on.
entry	SMILES	tim10-1 inh	hIAP inh	mIAP block	TIM10 inh	A3G deaminase	MIN6 prolif	mIAP act	A3A deaminase	NALP3 yeast inh
13	CN1CCN(S(=O)(=O)c2ccc(CNC(=O)c3ccccc3)s2)CC1	3	2	-1	-4	-8	-1	1	3	15
14	NS(=O)(=O)c1ccc(NC(=O)CN2CCc3ccccc32)cc1	5	-17	14	9	4	-2	0.85	-1	-5
15	CCN1C(=O)C2(C(C#N)=C(N)Oc3n[nH]c(-c4ccc(Cl)cc4)c32)c2ccccc21 (stereo not drawn)	12	-9	4	13	-7	0	0.96	-1	10
16	CCOC(=O)C1=C(N)OC2=C(C(=O)CCC2)C1c1ccc(C)s1 (stereo not drawn)	17	12	-7	17	-2	-1	1.1	6	17
17	CCOc1cc(/C=N/NC(=O)C2CC2)ccc1OC(C)C	24	-13	6	18	-5	-1	0.94	-1	7
18	CCOc1cc(C(=S)N2CCOCC2)ccc1OS(=O)(=O)c1ccc(Br)cc1	16	-32	13	0	-4	-4	0.87	-10	15
19	c1ccc(-c2nc(NCc3ccco3)c3ccccc3n2)cc1	51*	11	2	50*	-3	-4	0.98	-1	1
20	O=C(CN1C(=O)c2ccccc2S1(=O)=O)NCc1ccc2c(c1)OCO2	-3	14	15	0	2	-2	0.85	-2	23
21	O=C1c2ccccc2C(=O)N1CSc1ncccn1	-19	6	-5	5	1	-1	1.1	1	5
22	COc1ccccc1NC(=O)N1CCCC1C(=O)NC12CC3CC(CC(C3)C1)C2 (stereo not drawn)	19	5	4	22	-3	-1	0.95	-1	-1
23	CC[N+](C)(C)CC/C=C1/c2ccccc2Sc2ccc(Cl)cc21	11	-12	-12	-13	-3	-1	1.1	1	11
24	NS(=O)(=O)c1cccc(NC(=O)C(Cc2ccccc2)NC(=O)c2ccccc2)c1 (stereo not drawn)	-11	-7	-2	-11	-4	-2	1	0	2
25	CC(C)S(=O)(=O)c1csc(C(=O)NN)c1-n1cccc1	-11	11	7	-3	-5	0	0.93	-1	12
26	CCC(=O)OC1(C)C(=O)C=C2C=C(CCCCNC(=O)OC(C)(C)C)OC=C2C1=O (stereo not drawn)	14	26	4	5	-2	-5	0.96	0	17
27	O=C(O)C1CCCCN1S(=O)(=O)c1ccc2ccccc2c1 (stereo not drawn)	6	8	-5	0	-6	-1	1.1	1	12
28	CC(C)(CNC(=O)c1ccc(NS(=O)(=O)c2ccc(Br)cc2)cc1)N1CCOCC1	-2	-2	0	-7	-11	-1	1	-2	16
29	O=C(c1cccc(Cl)c1)N1CCN(c2ccc(N3CCOCC3)nn2)CC1	-15	10	8	-6	-9	14*	0.92	-3	-5
30	CC1=Nc2ccccc2/C1=C\c1sc(Nc2ccc(C)cc2)nc1O	12	-15	5	-35	0	0	0.95	0	17
31	COc1cccc(OC)c1OCCCCCc1c(C)n[nH]c1C	19	17	-6	-14	-4	1	1.1	-1	6
32	COc1ccc(CNC(=O)CNC(C)c2ccc(F)cc2)cc1 (stereo not drawn)	8	-1	-6	-6	-7	-3	1.1	-1	24
33	CC1CCCN(c2ccc(C(=O)NCc3ccccc3)cn2)C1 (stereo not drawn)	26	-9	2	21	-7	-2	0.98	-4	33
34	O=C(CSC1CN(C(c2ccccc2)c2ccccc2)C1)N/N=C/c1ccccc1	18	9	10	-9	1	-3	0.9	4	14
35	c1ccc(OCCN2CCN(C(c3ccccc3)c3ccccc3)CC2)cc1	25	-26	34	42*	-4	-4	0.66	-4	-3
36	Cc1ccc(/C=N/NC(=O)CSCc2ccc(Cl)cc2)cc1	40*	-6	12	39	-4	-1	0.88	0	36
37	Cc1c(C(=O)OCC(=O)N2CCN(c3ccccc3)CC2)oc2ccccc12	14	-5	-8	-3	-11	-6	1.1	0	27
38	Cc1ccc(CNC(=O)c2cccc(OCc3c(C)noc3C)c2)cc1	12	-13	-11	8	-3	-4	1.1	1	18
39	CCN1C(=O)C(C(=O)Nc2ccc(OC)cc2)C2CC1(C)Oc1ccccc12 (stereo not drawn)	23	-16	-12	-5	-3	3	1.1	-1	-2
40	CCOC(=O)CN1CC23C=CC(O2)C(C(=O)Nc2cc(OC)ccc2OC)C3C1=O (stereo not drawn)	-23	0	5	-7	-9	-1	0.95	-1	0
41	COc1ccc(N2CC(C(=O)N3CCN(c4ccccc4OC)CC3)CC2=O)cc1 (stereo not drawn)	-4	5	38	5	-9	0	0.62	-3	13
42	Cc1cc(C)cc(NC(=O)N2CCN(Cc3ccc4c(c3)OCO4)CC2)c1	3	7	-12	-13	4	-3	1.1	2	7
43	CC1CCN(c2ccccc2NC(=S)NC(=O)c2cccs2)CC1	49*	18	17	48*	-6	-5	0.83	-4	25
44	CCNS(=O)(=O)c1ccc(OC)c(C)c1	12	-8	-6	-6	1	-3	1.1	-6	21
45	COc1cc2c(c(OC)c1OC)-c1ccc(OC)c(=O)cc1C(NC(C)=O)CC2 (stereo not drawn)	4	-6	12	2	-9	-4	0.88	-2	-4
46	CCc1nc(SCC(=O)c2ccc3c(c2)OCCO3)c2ccccc2n1	24	-2	12	16	1	-5	0.88	-1	28
47	O=C(NCC(c1ccco1)N1CCCCC1)c1cc2c(s1)CCCC2 (stereo not drawn)	14	-2	-7	12	-8	-4	1.1	-3	22
48	Cc1ccc([N+](=O)[O-])cc1S(=O)(=O)Nc1ccc(-c2ccc(N3CCOCC3)nn2)cc1	-4	2	4	12	-8	3	0.96	-2	0
49	Cc1ccc2occ(C3N[C@H](C(=O)O)CS3)c(=O)c2c1 (stereo partly drawn)	4	-3	17	15	-3	-3	0.83	-3	5
50	CCN(Cc1ccncc1)C(=O)c1ccc(C)o1	-4	-18	-3	4	-2	-1	1	2	8
51	COc1ccc(C)cc1NC(=S)N1CC(C)OC(C)C1 (stereo not drawn)	-4	-3	2	-3	-5	-1	0.98	-3	9
52	CCOC(=O)c1sc(-n2[nH]c(C)cc2=O)nc1C	8	13	-3	10	3	-2	1	-19	2
53	Cc1cc(C)cc(NC(=O)Nc2ccc(Cl)cn2)c1	6	3	-18	-5	-3	4	1.2	-2	21
54	CN(C)c1nc(OCCNC(=O)Nc2ccccc2)nc(N(C)C)n1	16	-18	-2	13	-3	-3	1	-1	-3
55	CC(=O)c1cccc(S(=O)(=O)Nc2c(C)nn(C)c2C)c1	-4	6	0	6	-3	-4	1	3	3
56	COc1ccc(C2=NN(C(C)=O)C(c3ccccc3)C2)cc1 (stereo not drawn)	19	3	4	-4	-9	0	0.96	-3	31
57	Cc1ccnc(Nc2nc(-c3ccc(F)cc3)cs2)c1	42*	-8	2	31	0	-5	0.98	1	20
58	CSc1ncccc1C(=O)OCC(=O)NC1CCS(=O)(=O)C1 (stereo not drawn)	12	-18	1	7	-1	-4	0.99	2	12
59	Cc1ccc(/C=C/C2=Cc3c(sc(NC(=O)CSc4n[nH]c(N)n4)c3C#N)C(C)(C)C2)o1	5	-16	47*	-36	60	-3	0.53	40	-4
60	O=C(O)CNS(=O)(=O)c1ccc(Br)s1	0	3	2	1	-10	-2	0.97	-7	16
61	CN(C)c1nc(/C=C(\C#N)C(N)=O)c(Cl)n1-c1ccc(F)cc1	21	4	-3	14	-3	-1	1	1	22
62	CN(CCOc1ccccc1)CC(=O)Nc1cc([N+](=O)[O-])ccc1Cl	3	9	15	8	-7	-1	0.85	1	7
63	O=C(c1ccccc1F)n1c2c(c3ccccc31)CCCC2	16	13	1	11	-4	-6	0.99	2	16
64	CC(C)n1cnc2cc(NCc3ccco3)ccc21	22	-2	-6	-18	-1	-3	1.1	-2	-4
65	COc1ccccc1C1(CC(=O)O)CCOC(C)(C)C1 (stereo not drawn)	7	-14	-12	-3	1	-2	1.1	1	14
66	CN(C)c1ccc(/C=N/N=C(N)N)cc1[N+](=O)[O-]	2	5	2	-5	-1	0	0.98	3	5
67	CCOC(=O)Nc1ccc(C)cc1NC(=O)OCC	3	14	0	-23	-1	-2	1	0	17
68	O=C1CCCCCCC1Sc1ccccc1[N+](=O)[O-] (stereo not drawn)	3	-9	-3	2	-6	6.2*	1	-2	19
69	Cc1cc([N+](=O)[O-])cc(C)c1OCC(=O)N/N=C/c1ccc(OC(=O)c2ccccc2Br)cc1	17	10	5	9	-7	0	0.95	0	16
70	COc1ccccc1NC(=O)CSc1nnc(CC(=O)Nc2ccccc2F)n1C	3	-11	6	-2	-7	-2	0.94	-3	4
71	COc1cc(C(=S)N2CCOCC2)cc(OC)c1OS(=O)(=O)c1ccc(NC(C)=O)cc1	-19	-9	6	-4	-5	-1	0.94	-3	20
72	COc1cc(OC)cc(C(=O)N2CCN(c3ccccc3F)CC2)c1	28	8	6	-8	-2	-1	0.94	5	-14
73	COc1ccc(C2=NS(=O)(=O)N(C)C(C(=O)N3CCC(C(N)=O)CC3)=C2)cc1	3	15	2	1	0	-1	0.98	7	11
74	COc1ccc(N2C(=O)C(CC(=O)Nc3ccccc3)N(Cc3cccs3)C2=O)cc1 (stereo not drawn)	20	10	-16	7	-5	-3	1.2	0	8
75	Cc1cccc2nc(CSc3nc4cc([N+](=O)[O-])ccc4s3)cn12	10	-9	6	29	-4	3	0.94	2	4

Some of these compounds in order of SMILES length, low to high:
entry	SMILES	tim10-1 inh	hIAP inh	mIAP block	TIM10 inh	A3G deaminase	MIN6 prolif	mIAP act	A3A deaminase	NALP3 yeast inh
63	O=C(c1ccccc1F)n1c2c(c3ccccc31)CCCC2	16	13	1	11	-4	-6	0.99	2	16
66	CN(C)c1ccc(/C=N/N=C(N)N)cc1[N+](=O)[O-]	2	5	2	-5	-1	0	0.98	3	5
75	Cc1cccc2nc(CSc3nc4cc([N+](=O)[O-])ccc4s3)cn12	10	-9	6	29	-4	3	0.94	2	4

Assay outcomes as filed in PubChem.
